Bioassay records: PubChem, Fisher Drug Discovery Resource Center
NPYLR7 ag – activates Aedes aegypti NPYLR7 receptor; HEK293T NPYLR7/Galpha15, GCaMP6s calcium fluorescence; activation, % at 10 µM; 0.15% of 270,000 active; AID 1259423; in the data active = activation above about 40%;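 also: 0% = vehicle and 100% = reference agonist at the receptor; some compounds past the cut are filed as inactive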
hcGAS inh – human cGAS inhibition; inhibition, % at 12.5 µM; recombinant h-cGAS, ATP depletion, Kinase-Glo luminescence; Q8N884; 0.081% of 290,000 active;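 also: 0% = vehicle reaction and 100% = reaction without DNA for no activity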
Target sequence (Q8N884 whole entry, looked up): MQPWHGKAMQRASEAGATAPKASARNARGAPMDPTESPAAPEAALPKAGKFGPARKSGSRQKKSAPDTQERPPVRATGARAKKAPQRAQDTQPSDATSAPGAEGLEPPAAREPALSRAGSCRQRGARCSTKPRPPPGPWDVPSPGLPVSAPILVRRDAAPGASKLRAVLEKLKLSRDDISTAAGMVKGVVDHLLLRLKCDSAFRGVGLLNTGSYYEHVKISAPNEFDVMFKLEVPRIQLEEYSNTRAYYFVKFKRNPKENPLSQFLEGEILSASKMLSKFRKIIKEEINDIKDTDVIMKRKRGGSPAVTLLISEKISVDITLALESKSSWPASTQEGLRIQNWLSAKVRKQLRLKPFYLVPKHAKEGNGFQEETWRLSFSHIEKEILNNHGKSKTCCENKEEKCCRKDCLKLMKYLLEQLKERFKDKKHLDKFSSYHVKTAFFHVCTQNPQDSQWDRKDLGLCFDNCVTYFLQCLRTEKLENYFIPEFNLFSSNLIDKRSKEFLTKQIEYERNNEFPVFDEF
mcGAS inh – blocks mouse cGAS activity; Q8C6L5; recombinant cGAS, Kinase-Glo ATP depletion luminescence; inhibition, % at 12.5 µM; 0.15% of 160,000 active;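 also: 0% = negative control wells and 100% = reference inhibitor with no enzyme activity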
Active calls of the source: *; · = no result given; & = joins results of further samples. Rule as the data show it, unless noted: active = inhibition above about 40%; inactive = the rest.

| SMILES | hcGAS inh | mcGAS inh | NPYLR7 ag |
| --- | --- | --- | --- |
| O=C(C1CC1)N1CCc2sc(S(=O)(=O)NC3CCCCC3)cc2C1 | -7 | -6 | · |
| O=C(NN1C(=O)NC2(CCCCC2)C1=O)c1cccs1 | 28 | · | 7 |
| COc1cccc(-n2cc(CN(C)CCC(F)(F)F)cn2)c1 | -2 | -11 | 13 |
| O=C1CN(c2ccccc2)N=N1 | -5 | · | -1 |
| CCOC(=O)N1CCN(C(=O)CN2CCCc3c(C(N)=O)cccc32)CC1 | -10 | · | 0 |
| CCOC(=O)C1(Cc2ccccc2F)CCCN(C(=O)c2ccc(-n3ccnc3)cc2)C1 (centres undefined) | -4 | · | 4 |
| Cc1nc2cc(-c3ccccc3)sc2c(=O)n1N | -80 | -42 | 2 |
| CSc1nc(NC(C)C)c2cnn(CCNC(=O)c3c(F)cccc3Cl)c2n1 | -4 | · | 5 |
| O=c1ccc(-c2ccccc2)nn1CCCNS(=O)(=O)c1ccccc1 | -3 | · | -3 |
| CCc1nc(-c2nccn2CC2CCCCO2)c(C)[nH]1 (centres undefined) | -4 | · | 16 |
| CCn1c(SCC(=O)NCc2ccc(C)cc2)nnc1-c1ccco1 | -5 | · | -1 |
| Cc1ccc(Cc2nc(N3CCN(C(=O)c4cccc([N+](=O)[O-])c4)CC3)c3cnn(-c4ccccc4)c3n2)cc1 | -5 | -10 | -5 |
| CSCCC(NC(=O)c1cccc(C)c1)C(=O)N(C)c1ccccc1 (centres undefined) | 3 | 3 | -8 |
| CCOC(=O)C1CCN(c2ncnc3c2nnn3C)CC1 | -9 | · | 12 |
| CCN(CC)CCCNC(=O)c1sc2ccccc2c1Cl | -3 | -5 | -2 |
| CCOc1cc(CC(=O)N[C@@H](CC(C)C)c2ccccc2N2CCCCC2)ccc1C(=O)O | 0&-4 | · | -7&-18 |
| CCCNc1nc(OC(C(F)(F)F)C(F)(F)F)nc(N2CCNCC2)n1 | -4 | · | -3 |
| CC(C)=CCN1CCN(Cc2cccnc2)CC1CCO (centres undefined) | -6 | · | -8 |
| CC1(Oc2ccccc2-c2ccno2)CCN(Cc2ccc(-c3ccccc3)o2)C1 (centres undefined) | -9 | · | 5 |
| CCCCOc1ccc(S(=O)(=O)NC(=O)C2(C)CCN2C(=O)CCc2ccccc2)cc1 (centres undefined) | -9 | · | 0 |
| Cc1nn(C(=O)CNS(=O)(=O)c2ccc(Cl)cc2)c(C)c1Sc1ccc(Cl)cc1 | -9 | · | 0 |
| Cc1ccc(CN(CCc2ccccc2)C(=O)CN(C(=O)c2cccc(Br)c2)C2CC2)o1 | -3 | -3 | 13 |
| COc1ccc2c(c1)CCc1cc(CCC(=O)N3CC=C(c4ccccc4)CC3)n(CCc3cccc(F)c3)c1-2 | -6 | -11 | 2 |
| CCCCc1nc2cc(C(=O)N3CCc4[nH]cnc4C3c3cccnc3)ccc2o1 (centres undefined) | -7 | · | 7 |
| OCCNc1cc(-c2cc(O)cc(CCC3CCCCN3)c2)ncn1 (centres undefined) | -4 | -10 | 3 |
| COC1C=CC(CNC(=O)c2cc3c(=O)n4ccccc4nc3n2C)(OC)O1 (centres undefined) | -2 | -3 | 4 |
| O=C(NCC1(CCO)CCOC1)C1CC1c1ccco1 (centres undefined) | -3 | · | -10 |
| COCC(NC(=O)c1cnn2c1CCCC2)c1ccnn1C (centres undefined) | -5 | -12 | -3 |
| O=C(Nc1cccc(F)c1)c1ccc(Br)c(S(=O)(=O)N2CCCCC2)c1 | 5 | 1 | 0 |
| CCOC(=O)C1CCCN(c2c(N3CCC(N4CCCCC4)CC3)c(=O)c2=O)C1 (centres undefined) | -10 | -3 | 6 |
| CC1=C(C(=O)OCCC(C)C)C(c2ccc(N(C)C)cc2)NC(=O)N1 (centres undefined) | -6 | -4 | 3 |
| CS(=O)(=O)N1CCC(Oc2ccccc2C(=O)N2CCOc3ccccc3C2)CC1 | 5 | · | -2 |
| N#Cc1nc2c(S(=O)(=O)c3ccccc3)c(N)n(CCCN3CCOCC3)c2nc1C#N | -10 | · | 9 |
| CCOc1ccc(C2=NOC(C)C(=O)N2Cc2cccc(C#N)c2)cc1 (centres undefined) | 7 | · | -1 |
| Cc1ccc(-n2ncc3c(NCCO)nc(N4CCN(C(=O)c5ccco5)CC4)nc32)cc1 | -4 | -7 | 0 |
| CNC(=O)C1CCC(Cn2c(=O)c3sccc3n(Cc3ccccc3)c2=O)CC1 (centres undefined) | -3 | -7 | 1 |
| OCC1(Cc2ccccc2F)CCCN(Cc2nc(-c3ccccc3)cs2)C1 (centres undefined) | -9 | · | 22 |
| O=C(NCCOc1ccc(C(F)(F)F)cc1)C1CSc2ccccc2O1 (centres undefined) | -8 | · | 11 |
| COc1cc(/C=C2\NC(=S)NC2=O)ccc1Oc1ccc([N+](=O)[O-])cc1[N+](=O)[O-] | -6 | -6 | 11 |
| CC(=O)c1cc(C(=O)N2CCOC(Cc3ccccc3Cl)C2)c(=O)[nH]c1C (centres undefined) | 0 | -14 | -1 |
| C(=Nn1c(-c2ccccc2)csc1=NCc1ccccc1)c1cccnc1 | -4 | · | -6 |
| CN(Cc1cnn(C)c1)S(=O)(=O)N1CCSCC1 | -6 | · | 0 |
| COc1cc(-c2nnc(SCc3nc4ccccc4o3)o2)cc(OC)c1OC | -1 | · | 11 |
| O=C(C1=C(O)C(=O)N(CCN2CCOCC2)C1c1ccccc1F)c1ccco1 (centres undefined) | 5 | 0 | 7 |
| COc1cc(C=C(C#N)C(=O)OC(C)C)cc(Cl)c1OC | 3 | 3 | 0 |
| O=C(Nc1ccc(Nc2cc(-n3cccn3)ncn2)cc1)c1cccc(F)c1 | -4 | -9 | -3 |
| COc1nn(C)cc1C(=O)Nc1ccc(C(C)=O)cc1 | -7 | · | 2 |
| O=c1c(N=Nc2ccccc2[N+](=O)[O-])c(-c2ccccc2)[nH]n1-c1ccc([N+](=O)[O-])cc1 | -4 | -5 | -1 |
| CCc1cn[nH]c1C1CCN(C(=O)c2cc(C(C)=O)c(C)[nH]c2=O)CC1 | -3 | -9 | 12 |
| CCOc1ccccc1N1CCN(C(=O)c2cc(-c3ccc(OC)cc3)nn2-c2cccc([N+](=O)[O-])c2)CC1 | -8 | -5 | · |
| Cc1nc2c(c(N3CCCC3)n1)CCN(C(=O)C(=O)N1CCOCC1)C2 | -6 | · | 22 |
| CCn1cc(C(=O)N2CCN(CC(=O)NCCOC)CC2)c2nn(-c3ccccc3)c(=O)c-2c1 | -9 | -7 | -1 |
| CCOC(=O)c1ccc(N2CCn3c2nc2c3c(=O)n(CCOC)c(=O)n2C)cc1 | -3 | · | 21 |
| Cc1ncoc1C(=O)N1CCC(c2n[nH]c(=O)n2Cc2ccccc2)CC1 | 0 | -13 | 9 |
| O=C(Cn1cnc([N+](=O)[O-])n1)NCc1ccc(Cl)cc1 | 1 | -3 | -6 |
| CC1CN(C(=O)CCCSc2nnc(-c3ccccc3Cl)n2-c2ccccc2)CCN1C(=O)c1ccc(Br)cc1 (centres undefined) | -2 | -6 | -3 |
| COCCOCC(=O)N1CCC(n2c(=O)oc3ccc(C(=O)OC)cc32)CC1 | -12 | -8 | 1 |
| CNC(=O)Cn1cc(-c2ccc(F)cc2Cl)cn1 | 3 | 2 | 1 |
| O=C(NC(=O)C(F)(F)F)Nc1nncs1 | -1 | -5 | 1 |
| CCOC(=O)N1CCN(C(c2cccnc2)c2c(O)cc(C)n(CC)c2=O)CC1 (centres undefined) | -8 | · | 5 |

Other results
| SMILES | hcGAS inh | mcGAS inh | NPYLR7 ag |
| --- | --- | --- | --- |
| CC1c2cccn2CCN1C/C=C/c1ccco1 (centres undefined) | 5 | -11 | 20 |
| COc1ccc(C(C)(C)C)cc1NC(C)C(=O)NC(N)=O (centres undefined) | -8 | · | 6 |
| O=C1CCCN1c1ccc(S(=O)(=O)NCc2ccc(-c3ccc(Br)cc3)o2)cc1 | -12 | · | 35 |
| CSc1ccccc1C(=O)NC1CCCN(CCCc2ccccc2)C1 (centres undefined) | -1 | · | 5 |
| CCNC(=O)C1(C)CCN1C(=O)Cc1ccc(C(C)(C)C)cc1 (centres undefined) | -6 | · | 9 |
| CC(Oc1ccc(Cl)cc1)C(=O)NNC(=O)C1COc2ccccc2O1 (centres undefined) | -5 | · | 14 |
| Cc1nc2c(c(N3CC(C)OC(C)C3)n1)CN(C(=O)Nc1cc(C(F)(F)F)cc(C(F)(F)F)c1)CC2 (centres undefined) | -14 | -5 | -9 |
| CN(C)CCNc1cc(-c2ccsc2)c2cc[nH]c2n1 | -8 | -11 | 2 |
| O=C(CCN1CCCCO1)NCCc1nc(-c2cccnc2)n[nH]1 | -10 | · | 13 |
| CN(C)CCN(Cc1c(-c2ccccc2)noc1N1CCc2ccccc2C1)C(=S)Nc1ccc(F)cc1 | -1 | 0 | -4 |
| Cc1cc(C(=O)CSc2ncn[nH]2)c(C)n1-c1ccccc1 | 2 | -3 | · |
| CCOC(=O)C1CCN(C(=O)c2cc(-c3ccccc3F)nc3cc(C(C)(C)C)nn23)CC1 | -9&-2 | -9&-4 | -11&4 |
| Cc1cc(C(=O)N(Cc2ccccn2)c2nc3c(C)c(Cl)ccc3s2)on1 | -6 | -8 | 16 |
| CC1(C)CCCC(C)(C)C(=N/N)/C1=N\N | 1 | · | -4 |
| FC(F)(F)c1ccccc1N1CCN(c2c3c(nc4ncnn24)CCCC3)CC1 | -5 | -6 | 30 |
| N#Cc1ccc(/C=C/c2ccc(-c3ccc(F)cc3)o2)nc1 | -5 | -4 | 6 |
| Nc1nc(SCc2ccccc2)ns1 | -2 | -2 | 12 |
| CCC1CCCCC1NS(=O)(=O)c1ccc(Cl)nc1 (centres undefined) | -4 | -12 | 5 |
| O=C(NCCCC(=O)N1CCOC(COCc2ccc(F)cc2Cl)C1)OCc1ccccc1 (centres undefined) | -7 | · | 22 |
| Cc1cnc(C(=O)NC2CCCc3nc(-c4ccccc4)ncc32)cn1 (centres undefined) | -8 | · | 20 |
| Cc1cc(C(C)(C)C)cc(C)c1S(=O)(=O)NC(C)CC#N (centres undefined) | -8 | · | 2 |
| C=CCN1C(=O)/C(=C\c2ccc(N(C)C)cc2)SC1=S | -7 | -7 | 7 |
| Cc1sc2nc(CN3CCCCC3)nc(N)c2c1C | -12&-10 | -6 | 5&-1 |
| Cc1ccc(NC(=O)C(=O)NCC2CCN(C)CC2)cc1C | 1 | · | -5 |
| CC1CN(CC(=O)NCc2cc(F)ccc2F)Cc2cc(Cl)ccc2O1 (centres undefined) | -8 | -12 | 16 |
| Cc1nn(C)c(C)c1S(=O)(=O)NC1CCCCN(CC(C)C)C1 (centres undefined) | -13 | -5 | · |
| CC(C)NC(=O)N1CCN(C(C(=O)NCc2cccc(F)c2)C2CCCC2)CC1 (centres undefined) | 0 | -3 | -5 |
| CCc1c(C)cc(C(=O)N2Cc3cnc(CC(C)C)nc3C2)c(=O)n1C | -5 | -8 | 1 |
| S=C(NCCN1CCOCC1)NNc1c(Cl)cc(Cl)cc1Cl | -1 | · | 0 |
| CC(C)c1nc(CCn2cncn2)n(-c2ccc3c(c2)OCCO3)n1 | -9 | -13 | · |
| O=C(O)CN1C(=O)/C(=C\c2cc(Br)c(Oc3ccc(C(F)(F)F)cc3[N+](=O)[O-])c(Br)c2)SC1=S | -6 | · | 4 |
| CCCCN(C)C(=O)C(=O)Nc1cccc(-c2n[nH]c(C3CC3)n2)c1 | -6 | · | 2 |
| CN(CCOc1ccc(Br)cc1)Cc1cscn1 | -6 | · | 9 |
| O=C(CCCCCn1c(=S)[nH]c2cc3c(cc2c1=O)OCO3)N1CCN(C2CCCCC2)CC1 | -1 | · | -4 |
| CS(=O)(=O)N1CCC(Nc2nc3ccccc3s2)CC1 | -7 | -20 | 1 |
| CCc1nc2ccc(C(=O)NCCc3ccccn3)cn2c1N(CCN(C)C)CC1CC1 | -5 | -3 | 4 |
| CC(O)c1ccc2ccccc2c1 (centres undefined) | -4 | -4 | 6 |
| CCc1nc2ccc(C(=O)NCc3cccs3)cn2c1N(CC)CCOC | -3 | -4 | -6 |
| CCCCCC=CCC1CC(=O)N(CCCn2cccn2)C1=O (centres undefined) | -4 | · | -9 |
| CCn1c2ccccc2c2cc(CN(Cc3ccco3)C(=O)Cc3ccccc3)ccc21 | -1 | 1 | -8 |
| NCC1(Cc2ccccc2)CCC1 | -4 | -10 | -3 |
| COC(=O)C1=C(C(=O)OC)C(C(=O)OC)N2C=Cc3ccccc3C2=C1C(=O)OC (centres undefined) | -9 | -5 | 1 |
| CCOC(=O)c1ccc(NN2C(=O)CCC2=O)c([N+](=O)[O-])c1 | -3 | · | 7 |
| CCN1CCN(c2nc3c(c(=O)n(C)c(=O)n3C)n2CCSc2nc(C)cc(C)n2)CC1 | -4 | · | 6 |

Part of the list above in order of SMILES length, lowest first.
| SMILES | hcGAS inh | mcGAS inh | NPYLR7 ag |
| --- | --- | --- | --- |
| CCCCCC=CCC1CC(=O)N(CCCn2cccn2)C1=O (centres undefined) | -4 | · | -9 |
| CCc1nc2ccc(C(=O)NCCc3ccccn3)cn2c1N(CCN(C)C)CC1CC1 | -5 | -3 | 4 |
| CCN1CCN(c2nc3c(c(=O)n(C)c(=O)n3C)n2CCSc2nc(C)cc(C)n2)CC1 | -4 | · | 6 |
| O=C(CCCCCn1c(=S)[nH]c2cc3c(cc2c1=O)OCO3)N1CCN(C2CCCCC2)CC1 | -1 | · | -4 |

Compound profiles (already shown). Order of screens: hcGAS inh, mcGAS inh, NPYLR7 ag
COC(=O)C1=C(C(=O)OC)C(C(=O)OC)N2C=Cc3ccccc3C2=C1C(=O)OC (centres undefined) across the screens: -9, -5, 1
CCOC(=O)c1ccc(NN2C(=O)CCC2=O)c([N+](=O)[O-])c1 across the screens: -3, ·, 7
